a7 integrin act = activators of alpha7 integrin expression for muscular dystrophy; alpha7betagal myoblasts, beta-gal FDG fluorescence, 48 h; Potency, µM (titrated, usually from 38.3 µM), without a hit: at the top dose activation, usual class: activators; 350,000 tested, 0.064% active; AID 624291;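 also: potency is read from the fitted curve at half-maximal effect; 100% = response of the positive control SU9516; nearly all actives have a fitted effect of over 60% in size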
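alpha7betagal+/- myoblasts (passage 13, 250/well) treated 48 h at 37C with compounds at 1:260 dilution of DMSO stock. Lysed, then beta-galactosidase activity read as FDG fluorescence (ex 480/em 540) after 30 min, with pre-read for autofluorescence.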
CXXC DNA block = inhibitors of human MLL CXXC domain-DNA interaction. Q03164. 290,000 tested, 0.037% active. Potency, µM (series often up to 115 µM), without a hit: at the highest dose activity change, negative = inhibition, actives largely listed as inhibitors. MLL-CXXC / FITC-HOXA9 DNA fluorescence polarization; active = well fitted inhibition curve with a large enough effect in the polarisation, with a control signal flat, not every such curve was filed as active; inconclusive = small, poorly fitted or top-dose-only effect, or effect the other way, or a change in a side signal; inactive = no such curve, though single readings can be large or run the other way; the % refers to the polarisation; also: potency is read from the fitted curve at half-maximal effect
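Purified MLL-CXXC (added from a 7 uM solution) was preincubated 5 min at ambient with pinned compounds in 50 mM Tris-HCl pH 7.5, 50 mM NaCl, 1 mM DTT, 0.05% BSA. Fluorescein-labeled HOX-A9 DNA (50 nM solution) followed, 30 min, then polarization read.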
MBNL1-CUG inh = inhibitors of human MBNL1 binding to CUG repeat RNA. Q9NR56. TR-FRET MBNL1-His/biotin-(CUG)12 binding, 665/545 ratio. Potency, µM (series often up to 57.5 µM), without a hit: at the top dose activity change, negative = inhibition, hits mostly inhibitors. 280,000 tested, 0.036% active; active = well fitted inhibition curve with a large enough effect in the signal ratio, with a control signal flat, not every such curve was filed as active; inconclusive = small, poorly fitted or top-dose-only effect, or effect the other way, or a change in a side signal; inactive = no such curve, though single readings can be large or run the other way; the % refers to the signal ratio; also: potency is read from the fitted curve at half-maximal effect; % is scaled to controls: 0 for no effect and ±100 for the full control effect
Target sequence (Q9NR56 whole entry, looked up): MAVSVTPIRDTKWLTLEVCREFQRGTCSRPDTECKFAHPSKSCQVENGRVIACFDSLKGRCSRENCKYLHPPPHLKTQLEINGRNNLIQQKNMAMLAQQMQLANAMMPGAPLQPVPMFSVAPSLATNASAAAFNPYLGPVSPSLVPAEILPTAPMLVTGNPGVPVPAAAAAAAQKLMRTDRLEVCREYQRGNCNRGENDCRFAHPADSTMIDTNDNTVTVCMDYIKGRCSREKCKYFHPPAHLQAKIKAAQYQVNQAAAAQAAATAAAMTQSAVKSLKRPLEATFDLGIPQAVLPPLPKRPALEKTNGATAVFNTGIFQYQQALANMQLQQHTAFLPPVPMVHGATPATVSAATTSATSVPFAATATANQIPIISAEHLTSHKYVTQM
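Inhibition of protein-RNA binding appears as loss of TR-FRET between terbium anti-His antibody on MBNL1-His and streptavidin-XL665 on biotin-(CUG)12. Activity is normalized to buffer-only and uninhibited-complex controls.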
Mito fusion act = blocks mitochondrial division or promotes mitochondrial fusion; S. cerevisiae fusion-defective mutant growth rescue, CellTiterGlo 48 h; Potency, µM (top dose mostly 46.1 µM), without a hit: top-dose growth rescue (activation), most hits filed as activators; 320,000 tested, 0.23% active; AID 485298;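 also: potency is read from the fitted curve at half-maximal effect; % of control where 0% means no effect; nearly all actives have a fitted effect of over 45% in size; temperature-sensitive fusion mutants such as fzo1-1 at 37 °C on non-fermentable ethanol glycerol medium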
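Read-out: ATP-based luminescence (CellTiterGlo, 10 min ambient) reporting growth of fusion-defective ts yeast after 48 hours at 37C on glycerol/ethanol YPEG medium in the presence of compound.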
S-ASM inh = blocks human secretory acid sphingomyelinase; Potency, µM (series often up to 57.5 µM), for inactives: at the highest dose activity change, negative = inhibition, usual class: inhibitors; 340,000 tested, 0.006% active; P17405; placental ASM, HMU-PC fluorogenic substrate, 60 min; also: potency is read from the fitted curve at half-maximal effect
Target sequence (P17405 47-631 limits assumed): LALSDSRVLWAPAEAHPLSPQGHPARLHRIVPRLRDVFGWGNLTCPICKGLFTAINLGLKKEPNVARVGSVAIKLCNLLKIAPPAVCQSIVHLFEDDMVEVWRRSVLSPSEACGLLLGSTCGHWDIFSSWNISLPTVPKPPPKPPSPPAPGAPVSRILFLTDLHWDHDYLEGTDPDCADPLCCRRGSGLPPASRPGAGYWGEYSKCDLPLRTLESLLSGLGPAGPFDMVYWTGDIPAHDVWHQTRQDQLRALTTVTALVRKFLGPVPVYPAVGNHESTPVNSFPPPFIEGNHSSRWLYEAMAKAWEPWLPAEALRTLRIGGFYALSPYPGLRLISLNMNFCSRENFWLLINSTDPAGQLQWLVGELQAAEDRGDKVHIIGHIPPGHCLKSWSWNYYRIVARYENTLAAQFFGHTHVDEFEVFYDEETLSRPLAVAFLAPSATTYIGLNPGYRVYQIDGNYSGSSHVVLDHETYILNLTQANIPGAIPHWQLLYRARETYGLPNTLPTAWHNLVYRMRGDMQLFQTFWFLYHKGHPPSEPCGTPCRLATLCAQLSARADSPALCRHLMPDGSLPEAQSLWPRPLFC
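HMU-PC0 cleavage (9 uM final) by human placental ASM, 60 min at 37 °C following 10 min compound exposure at RT; stopped at pH 10, fluorescence Ex 386/Em 447 nm.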
TCR activator = activates T cell receptor signaling; primary human leukocytes, anti-CD3, IL-2 HTRF, 48 h; Potency, µM (highest dose often 9.22 µM), without a hit: at the highest dose activation of IL-2 secretion, hits mostly activators; 330,000 tested, under 10 active; also: % of control where 0% means no effect
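IL-2 release read by HTRF sandwich (Eu cryptate donor, d2 acceptor, 665 nm emission) after 48 hr exposure of primary human leukocytes to compound together with anti-CD3 beads in the absence of co-stimulatory signals.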
AT treatment = potential ataxia-telangiectasia treatments restoring KAP-1 phosphorylation | […] A-T fibroblasts, KAP-1 phosphorylation AlphaLISA; neocarzinostatin DNA damage 30 min before lysis | Potency, µM (series often up to 57.5 µM), for the others: top-dose activation, actives largely listed as activators | 320,000 tested, 0.19% active | AID 485349; also: potency is read from the fitted curve at half-maximal effect; % of control where 0% means no effect; nearly all actives have a fitted effect of over 45% in size
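ATM-like activity read as KAP-1 phosphorylation via AlphaLISA donor/acceptor antibody pairs after lysis and 6 hr at 25C. Cells were ATM-null patient fibroblasts ([…], hTERT), dosed 60 min, then exposed to the DSB inducer NCS for 30 min.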
Menin-MLL TR inh = displaces Texas Red mutant MLL peptide from human menin. O00255. Menin + Texas Red MLL mutant peptide, fluorescence polarization. Potency, µM (titrated, usually from 61.6 µM), without a hit: top-dose FP activity change, negative = inhibition, usual class: inhibitors. 270,000 tested, 0.23% active; active = well fitted inhibition curve with a large enough effect in the polarisation, with a control signal flat, not every such curve was filed as active; inconclusive = small, poorly fitted or top-dose-only effect, or effect the other way, or a change in a side signal; inactive = no such curve, though single readings can be large or run the other way; the % refers to the polarisation; also: potency is read from the fitted curve at half-maximal effect; % of control where 0% means no effect; many of its hits are not listed in these tables
TSHR antagonist = blocks TSH signaling through the human TSH receptor; P16473; TSHR-expressing cells, TSH-stimulated cAMP HTRF, 2 h; hits give low values; activity change, negative = inhibition, % at 11.5 µM; 330,000 tested, 0.2% active; AID 504810;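 active = activity change below a set negative limit, meaning inhibition stronger than a set level, cut at about -70% in these data; inconclusive = activity change between two set negative limits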; also: % is scaled to controls: 0 for no effect and ±100 for the full control effect
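Read-out is FRET at 665 nm (cryptate excitation 337 nm) from a cryptate-tagged anti-cAMP antibody, competed by cell cAMP against cAMP-d2. Compounds are tested on freshly harvested TSHR cells challenged with 4nM TSH (EC80) for 2 hours at 37 deg C.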
TSG101-PTAP inh = blocks PTAP/TSG101 interaction to inhibit HIV-1 budding; Q99816; Fluorescence polarization, FITC-PTAP peptide / Tsg101 binding; Potency, µM (titrated, usually from 115 µM), without a hit: at the top dose activity change, negative = inhibition, hits mostly inhibitors; 340,000 tested, under 10 active; AID 493005; active = well fitted inhibition curve with a large enough effect in the main read-out, with a control signal flat, not every such curve was filed as active; inconclusive = small, poorly fitted or top-dose-only effect, or effect the other way, or a change in a side signal; inactive = no such curve, though single readings can be large or run the other way; also: potency is read from the fitted curve at half-maximal effect; % of control where 0% means no effect
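Compounds were pin-transferred onto Tsg101 binding domain (10 uM final) in HEPES pH 7.5 buffer, then FITC-PTAP peptide was added at 50 nM final. After 20 min at RT, polarization reported peptide displacement across a qHTS concentration series.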
* marks the source's active call; other numbers are inactive results; ? = inconclusive; nt = no result given; [ ] = remark or other dose. Unless noted, calls follow the shape of the dose curve; as a rule, active = well fitted curve in the direction sought with a large enough effect; inconclusive = small, poorly fitted or top-dose-only effect, or another doubt; inactive = no such curve, though single readings can be large; an effect the other way counts as inactive or inconclusive. Only part of the results is shown (hit frequency here may not be typical).

SMILES	a7 integrin act	CXXC DNA block	MBNL1-CUG inh	Mito fusion act	S-ASM inh	TCR activator	AT treatment	Menin-MLL TR inh	TSHR antagonist	TSG101-PTAP inh
Cc1c(NC(=O)C(C)Oc2ccc(Br)cc2Cl)c(=O)n(-c2ccccc2)n1C (stereo not drawn)	-15%	nt	nt	-11%	2%	5%	-7%	nt	-5	-2%
S=C(NCc1ccccc1)N1CCn2cccc2C1c1ccncc1 (stereo not drawn)	0%	87%[activator]	nt	6%	3%	1%	-2%	1%	4	-4%
Cc1ccc(SCCCn2cncn2)cc1	20%	-2%	-5%	-1%	3%	0%	2%	-9%	6	-6%
Cc1cc(Nc2ccccc2N2CCOCC2)n2ncnc2n1	?	-4%	4%	5%	4%	1%	-6%	-8%	7	-5%
Cc1ccc(S(=O)(=O)N2CCOCC2)cc1NC(=O)CSc1cccc[n+]1[O-]	-15%	9%	-4%	-3%	nt	2%[46.1 µM]	-4%	-5%	3	-5%
Cc1ccc(-n2c(O)c(C=Nc3ccccc3-c3n[nH]c(=S)[nH]c3=O)c3ccccc3c2=O)c(C)c1	-4%	25%	?	-10%	-4%	6%	-2%	?	-9	-3%
N=c1sccn1CC(=O)Nc1cc(Cl)ccc1Oc1ccccc1	-54%[inhibitor]	39%[activator]	0%	-1%	-1%	6%	3%	nt	14	-3%
Cc1ccc2cc(CN(C)S(C)(=O)=O)c(=O)[nH]c2c1	17%	-4%	1%	16%	0%	3%	-5%	-2%	30	-1%
C=CCNC(=O)CSc1nnc(-c2cccs2)o1	-7%	7%	5%	5%	4%	7%	6%	1%	35	-3%
Cc1ccc(C(=O)O/N=C2/CC3CCC2(C)[C@@]3(C)CBr)cc1 (stereo partly drawn)	-1%	-1%	-5%	-21%	-4%	-4%	31%	nt	-3	0%
COc1cccc(CN2CCNC(=O)C2CC(=O)N(Cc2cnn(C)c2)C(C)C)c1 (stereo not drawn)	-38%[inhibitor]	6%	1%	-5%	3%	0%	-4%	-1%	-6	2%
CCOC(=O)c1c(-c2ccccc2)oc2cc(Br)c(O)cc12	0%	-1%	12%	0%	5%	-12%	18%	55%[activator]	-4	-8%
COCCOC(=O)C1=C(C)NC(=S)NC1/C=C/c1ccccc1 (stereo not drawn)	-28%	-7%	nt	1%	1%	-4%[46.1 µM]	-5%	-8%	23	-3%
COc1ccc(C(C)=O)cc1CSc1nnc(SCc2cc(C(C)=O)ccc2OC)s1	19%	5%	-8%	-9%	-1%	2%	-3%	nt	-13	1%
Cc1coc(NC(=O)CSc2nc(-c3ccncc3)cc(C(F)(F)F)c2C#N)n1	-24%	1%	14%	-4%	4%	1%	2%	22%	3	-1%
COC(=O)CNC(=O)CNC(=O)Nc1ccccc1Cl	-2%	-10%	-4%	1%	0%	-1%	5%	-5%	2	-7%
O=C(Cn1cnc2c(cnn2-c2ccccc2)c1=O)NC1CCCC1	-32%	7%	-3%	-2%	3%	4%	-2%	-7%	2	-1%
Cc1noc(C)c1CCC(=O)NC1CCCN(Cc2ccc(CC(C)C)cc2)C1 (stereo not drawn)	?	3%	2%	-9%	-1%	-7%	-2%	-28%	-10	-4%
COCCNC(=O)CN(Cc1ccc(F)cc1)C(=O)CCC(=O)Nc1nccs1	1%	11%	5%	-1%	4%	-1%	-8%	-2%	26	-7%
O=C(/C=C\c1ccccc1)NCC(=O)N/N=C/c1ccc(O)cc1O	1%	0%	?	?	17%	-3%	-6%	32%[activator]	-6	-7%
O=C(c1ccc(Cl)cc1)N1CCc2ccccc21	24%	-6%	-2%	7%	-5%	1%	-1%	-8%	28	-1%
CC(=O)N1CCCN(Cc2nc(C3(c4ccc(C)cc4)CCCC3)no2)CC1	9%	-7%	-3%	5%	2%	-5%	-1%	?	-8	-2%
CCC(=O)Nc1ccc(NC(=O)CSc2nnnn2CC)cc1C	-6%	3%	-5%	-1%	3%	3%	6%	6%	-3	-2%
COc1ccc2[nH]c(=O)c(CN(C(=O)c3cccnc3)c3ccc(C)cc3C)cc2c1	3%	-1%	-12%	2%	53%[activator]	2%	6%	nt	-4	-1%
CCOc1ccc2nc(N(CCN(C)C)C(=O)c3ccc4ccccc4c3)sc2c1	21%	4%	6%	-7%	-5%	-8%	8%	nt	-2	-5%
COc1ccccc1C(=O)NCCC(=O)NC1CCCC(C)C1C (stereo not drawn)	-22%	nt	nt	1%	4%	4%	0%	nt	-6	-3%
CCn1nc(C)c(NS(=O)(=O)c2ccc(C)cc2)c1C	-7%	-2%	3%	2%	3%	4%[46.1 µM]	1%	-11%	-10	-2%
C/C(=C\c1ccccc1)C(=O)Nc1cc(C)on1	4%	3%	5%	-1%	2%	-5%	0%	2%	12	0%
Cn1c(=O)c2c(nc(Br)n2CCCc2ccccc2)n(C)c1=O	-9%	-1%	-8%	19%	0%	1%	20%	0%	4	-7%
Cc1ccc(-n2c(CC#N)n[nH]c2=S)c(C)c1	18%	25%	1%	0%	3%	5%	?	nt	-3	-3%
COCCCn1c2nc3ccccc3nc2c2c(=O)n(Cc3ccc(Cl)cc3)c(C)nc21	nt	4%	19%	1%	nt	nt	2%	-3%	-6	nt
CC(NC(=O)C1CCN(S(=O)(=O)c2ccc(Br)s2)CC1)c1ccccc1 (stereo not drawn)	-3%	12%	5%	18%	0%	0%	3%	31%[activator]	9	3%
CCCc1ccc(OCC(=O)NNC(=S)NC(=O)c2ccco2)cc1	-37%	3%	-10%	-11%	-13%	4%	6%	nt	-16	-3%
Cn1cc(S(=O)(=O)N2CCN(c3cccc(Cl)c3)CC2)c(=O)n(C)c1=O	7%	2%	-7%	2%	-3%	-8%	30%	nt	5	0%
Cc1ccc(C(=O)N(C)Cc2ccccc2)cc1S(=O)(=O)N1CCOCC1	1%	13%	1%	2%	-1%	1%	1%	nt	-9	nt
S=C(Nc1ccc(Br)cc1)N1CCCC1	32%	4%	nt	-3%	3%	0%[46.1 µM]	1%	-5%	2	-5%
CS(=O)(=O)c1ccc(NS(=O)(=O)c2ccc(Cl)c(C(=O)NCc3ccco3)c2)cc1	10%	nt	nt	-2%	2%	nt	-5%	nt	-1	-8%
CCC(C)[C@H](NC(=O)[C@@H]1CSC2c3ccccc3C(=O)N21)C(=O)NCC1CCCO1 (stereo partly drawn)	13%	-8%	6%	0%	1%	-4%	3%	nt	-3	-2%
CCOC(=O)c1sc(NC(=O)CN2CCCC2)c(C(=O)OCC)c1C	-13%	-11%	-9%	2%	-3%	-10%	nt	?	nt	-2%
Cc1ccnc(SCC(=O)Nc2cc(C)on2)n1	-3%	0%	-2%	-1%	3%	-4%	14%	nt	4	0%
OC(CNCc1ccccn1)c1ccccc1 (stereo not drawn)	2%	6%	-1%	-6%	4%	4%[46.1 µM]	2%	14%	-1	-3%
COc1cc2c(cc1OC)CN(CC(=O)Nc1cccc(C)c1)CC2	-6%	-6%	2%	-1%	21%	3%[46.1 µM]	-5%	-21%	-4	1%
O=C(C1CC1)N1CCc2cc(Br)cc(S(=O)(=O)NCCN3CCOCC3)c21	1%	-1%	6%	-2%	-2%	-1%	2%	2%	7	-2%
Cc1ccc(C(=O)NCC(=O)N2CCc3ccccc3C2)cc1C	-14%	0%	1%	8%	0%	5%	-11%	-8%	2	-5%
COc1ccc(C)cc1NC(=O)CCS(=O)(=O)c1ccc2c(c1)oc(=O)n2C	?	3%	-4%	-1%	3%	2%	3%	nt	-7	-2%
COc1cc(NC(=O)CC2NCCNC2=O)cc(OC)c1 (stereo not drawn)	1%	-8%	7%	4%	9%	-3%	0%	-11%	2	1%
COc1ccc(N2C(=O)C3CCCN3C2c2cc(OC)c(OC)cc2OC)cc1 (stereo not drawn)	14%	-3%	3%	-3%	9%	-2%	-12%	-14%[11.7 µM]	24	1%
COc1ccc2[nH]c(C(=O)N/N=C/c3cc(OC)c(OC)c(OC)c3)cc2c1	-33%	-6%	?	2%	-11%	3%	-21%	5%	0	-4%
O=C(CN1C(=O)C2C3c4ccccc4C(c4ccccc43)C2C1=O)N1CCOCC1 (stereo not drawn)	8%	1%	-8%	8%	0%	0%	nt	?	34	-2%
Fc1ccc(C2c3[nH]c4ccccc4c3CCN2Cc2ccoc2)cc1 (stereo not drawn)	0%	5%	0%	21%	20%	-6%	4%	4%	-2	0%
N#Cc1ccsc1NC(=O)CSc1ncnc2ccccc12	-28%	14%	19%	15%	-2%	0%	0%	56%[activator]	2	-2%

Assay outcomes: PubChem BioAssay, National Center for Advancing Translational Sciences (NCATS)
